Compound activity as filed in PubChem.
12-LOX inh – Primary qHTS assay for inhibitors of human arachidonate 12S-lipoxygenase (ALOX12): Round 2. Polyunsaturated fatty acid lipoxygenase ALOX12 (Homo sapiens), P18054. purified 12hLO, xylenol orange hydroperoxide absorbance. AID 1671190, 2021. 580,000 compounds, 1.1% hits. Potency, µM (doses to about 108 µM), for inactives: at the highest dose activity change, negative = inhibition, hits mostly inhibitors; note: potency is the fitted concentration of half-maximal effect; % is set by controls: 0 for no effect and ±100 for the full control effect
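Purified human 12hLO (150 nM final) in 25 mM Hepes, 0.01% Triton X-100, pH 7.0 was preincubated 15 min at room temperature with compound. Then 40 uM arachidonic acid was added, 30 min. Hydroperoxide was read by Fe-XO absorbance ratio 573/405 nm.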
Pol kappa inh – qHTS for Inhibitors of Polymerase Kappa. 400,000 compounds, 0.53% hits. Potency, µM (series often up to 107 µM), for inactives: at the top dose activity, negative = inhibition, hits mostly inhibitors. DNA polymerase kappa (Homo sapiens), Q9UBT6. purified Pol kappa, fluorescent DNA synthesis assay, 10 min; note: potency is the fitted concentration of half-maximal effect; % is set by controls: 0 for no effect and ±100 for the full control effect
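Inhibition of 10 nM Pol kappa is measured by a fluorescent read-out at 0 and 10 min following addition of 50 nM substrate (final), with a 15-min room-temperature compound preincubation.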
Apoferritin bind – qHTS Assay for Identification of Novel General Anesthetics; Ferritin light chain (Equus caballus), P02791; apoferritin/1-aminoanthracene competitive binding, fluorescence; Potency, µM (titrated, usually from 77.5 µM), inactives show at the highest dose activity change, negative = displacement, hits mostly inhibitors; 350,000 compounds, 0.074% hits; note: potency is the fitted concentration of half-maximal effect; % is set by controls: 0 for no effect and ±100 for the full control effect; nearly all actives have a fitted effect of over 20% in size
Target sequence (P02791 2-175 limits assumed): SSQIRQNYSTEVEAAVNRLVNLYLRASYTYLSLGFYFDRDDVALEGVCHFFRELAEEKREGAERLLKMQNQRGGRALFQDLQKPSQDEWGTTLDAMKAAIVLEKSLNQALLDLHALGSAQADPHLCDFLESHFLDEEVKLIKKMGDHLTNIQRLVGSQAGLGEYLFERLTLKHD
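Concentration-response curves derived by four-parameter Hill fitting of normalized fluorescence, where compounds displaced 1-AMA from 10 uM horse apoferritin following a brief 10 min room-temperature incubation; propofol titration acted as positive control.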
ERG Ets-DNA blk – qHTS for Small Molecule Inhibitors of the ERG Ets/DNA interaction | Transcriptional regulator ERG (Homo sapiens), P11308 | fluorescence polarization, His-ERG Ets domain / labelled DNA | Potency, µM (highest dose often 76.9 µM), for the others: top-dose FP activity, negative = inhibition, hits mostly inhibitors | 370,000 compounds, 0.028% hits | AID 624246, 2012; active = well fitted inhibition curve with a large enough effect in the polarisation, with a control signal flat; inconclusive = small, poorly fitted or top-dose-only effect, or effect the other way, or a change in a side signal; inactive = no such curve, though single readings can be large or run the other way; the % refers to the polarisation;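 note: polarization taken with two DNA probes labelled with fluorescein and Texas red; potency is the fitted concentration of half-maximal effect; % of control where 0% means no effect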
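His-tagged ERG Ets domain (1 uM in the protein solution; 300mM KCl, 50mM Tris-HCl, 1mM EDTA, 1mM DTT, pH 7.5) received compound, then a probe mix of 5 nM fluorescein-DNA and 100nM Texas-615-DNA. Fluorescence polarization was read for both dyes.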
TRHR agonist – qHTS for Small Molecule Agonists and Allosteric Enhancers of Human TRH Receptor: Primary Screen for Agonists | 360,000 compounds, 0.18% hits | TRHR cells, calcium flux fluo-8, FDSS agonist mode | activation, % at 2 µM | Thyrotropin-releasing hormone receptor (Homo sapiens), P34981 | AID 493084, 2011; in the data active = activation above about 30%; note: 0% is about no effect
Target sequence (P34981 whole entry, looked up): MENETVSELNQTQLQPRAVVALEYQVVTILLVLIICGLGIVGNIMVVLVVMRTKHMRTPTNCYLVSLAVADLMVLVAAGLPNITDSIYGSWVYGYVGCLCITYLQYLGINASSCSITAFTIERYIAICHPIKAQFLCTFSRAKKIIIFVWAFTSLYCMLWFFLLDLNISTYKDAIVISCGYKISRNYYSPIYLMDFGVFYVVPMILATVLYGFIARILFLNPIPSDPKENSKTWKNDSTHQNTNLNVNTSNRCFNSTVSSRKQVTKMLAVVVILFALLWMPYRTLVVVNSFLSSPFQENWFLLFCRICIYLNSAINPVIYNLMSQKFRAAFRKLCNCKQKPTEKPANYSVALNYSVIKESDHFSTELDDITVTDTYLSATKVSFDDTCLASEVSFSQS
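Read-out: compound-evoked intracellular calcium rise in TRHR cells, fluo-8 dye, kinetic FDSS fluorescence at 1 s/cycle following a 10-cycle baseline. Cells cultured overnight before dye loading (30 min–1.5 h, RT).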
POLB inh – qHTS Assay for Inhibitors of DNA Polymerase Beta. Potency, µM (titrated, usually from 114 µM), for inactives: at the top dose activity change, negative = inhibition, actives largely listed as inhibitors. Pol beta primer extension/strand displacement, fluorescence kinetic. 340,000 compounds, 1.3% hits. P06746. AID 485314, 2010; note: potency is the fitted concentration of half-maximal effect; % is set by controls: 0 for no effect and ±100 for the full control effect
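Human Pol beta at 10 nM; strand-displacement substrate 50 nM final. Compound exposure 15 min at room temperature before start, reaction 10 min at room temperature.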
BLM inh – qHTS Assay for Inhibitors of Bloom's syndrome helicase (BLM); recombinant BLM DNA unwinding, fluorescence dequenching; Potency, µM (series often up to 56.1 µM), inactives show at the highest dose activity change, negative = inhibition, most hits filed as inhibitors; 350,000 compounds, 0.2% hits;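 note: potency is the fitted concentration of half-maximal effect; plate controls were vehicle for no effect and no enzyme for full effect; nearly all actives have a fitted effect of over 35% in size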
POLI inh – qHTS for Inhibitors of Polymerase Iota | DNA polymerase iota (Homo sapiens), Q9UNA4 | Potency, µM (titrated, usually from 115 µM), for inactives: top-dose activity, negative = inhibition, usual class: inhibitors | AID 588590, 2011 | Pol iota fluorescent replication assay, 10 min | 390,000 compounds, 1% hits; note: potency is the fitted concentration of half-maximal effect
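Pol iota at 10 nM preincubated 15 min with compounds at room temperature; reaction started with fluorescent substrate, 50 nM final. Fluorescence read kinetically at 0 and 10 min; buffer-only wells as negative control.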
APEX1 inh – qHTS Assay for Inhibitors of the Human Apurinic/apyrimidinic Endonuclease 1 (APE1); DNA repair nuclease/redox regulator APEX1 (Homo sapiens), P27695; recombinant APE1, TAMRA/BHQ-2 abasic DNA cleavage fluorescence; Potency, µM (highest dose often 65.8 µM), without a hit: at the highest dose activity change, negative = inhibition, hits mostly inhibitors; 350,000 compounds, 0.35% hits; AID 2517, 2012;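 note: potency is the fitted concentration of half-maximal effect; plate controls were vehicle for no effect and reference inhibitor for full effect; nearly all actives have a fitted effect of over 55% in size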
Target sequence (P27695 whole entry, looked up): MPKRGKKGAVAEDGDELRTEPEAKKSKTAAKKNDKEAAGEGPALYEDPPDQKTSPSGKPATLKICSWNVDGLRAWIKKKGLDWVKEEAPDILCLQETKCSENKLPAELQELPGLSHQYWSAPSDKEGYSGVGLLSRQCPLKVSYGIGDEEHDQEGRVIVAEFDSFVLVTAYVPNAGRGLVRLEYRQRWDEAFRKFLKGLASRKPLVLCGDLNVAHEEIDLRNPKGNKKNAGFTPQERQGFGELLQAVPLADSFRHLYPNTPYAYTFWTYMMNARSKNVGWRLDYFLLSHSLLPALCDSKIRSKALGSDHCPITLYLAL
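Step 1: APE1 (0.75 nM) with compound, 15 min RT. Step 2: add 50 nM fluorophore/quencher THF duplex. Step 3: three fluorescence reads 60 s apart (525/598 nm); read 3 minus read 1 = reaction progress.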
* = called active by the depositor; ? = inconclusive; . = not tested or not shown; & = joins results of further samples; [ ] = remark or other dose. Unless noted, calls come from the whole dose curve; as a rule, active = well fitted curve in the direction sought with a large enough effect; inconclusive = small, poorly fitted or top-dose-only effect, or another doubt; inactive = no such curve, though single readings can be large; an effect the other way counts as inactive or inconclusive.

SMILES	12-LOX inh	Pol kappa inh	Apoferritin bind	ERG Ets-DNA blk	TRHR agonist	POLB inh	BLM inh	POLI inh	APEX1 inh
O=C(CN1CCN(S(=O)(=O)c2ccc(Br)cc2)CC1)N/N=C/c1ccc(Br)s1	-12%	-15%	-6%	2%	0.1	10%	-8%	17%	21%
CCn1c(=N)n(CCO)c2ccccc21	-23%	-2%	-5%	7%	-0.1	9%	-4%	6%	4%
CCOC(=O)c1cnc2c(ccc3ccccc32)c1NCCCN(C)C	?	-25%	-10%	-6%	1.0	?	110%[activator]	?	-31%
CCSCc1nnc(SCC(=O)Nc2cccc(C(C)=O)c2)n1C	-14%	-2%	-12%	-5%	-1.3	-1%	-4%	165%[activator]	3%
O=C(NCCN1C(=O)S/C(=C\c2ccccc2F)C1=O)C1CC(=O)N(Cc2ccccc2)C1 (centres undefined)	-2%	-6%	.	-2%	1.5	.	.	3%	1%
CCOc1ccc(NC(=O)CN(C)C(=O)c2ccc3nc(CC)c(CC)nc3c2)cc1OCC	?	-7%	.	6%	-1.3	.	.	39%[activator]	8%
CCCC(=O)N(c1ccc2oc(=O)sc2c1)S(=O)(=O)c1ccccc1	0%	-15%	-11%	13%	-1.7	2%	-1%	-8%	3%
CSc1cccc(NC(=O)c2cnccn2)c1	13%	-11%	-18%	-5%	-0.2	-16%	-2%	12%	7%
Cc1ccc(N2CCN(C(=O)c3cn(C)c4ccc(S(=O)(=O)N5CCC(C)CC5)cc4c3=O)CC2C)cc1 (centres undefined)	?	1%	?	6%	-1.1	24%	-5%	7%	.
O=S1(=O)[C@H]2C[C@@H]3C=C[C@@]2(CN1Cc1ccc(Cl)cc1)O3	2%	6%&-23%	-9%	1%	-0.6	1%	-6%	22%&34%	66%[activator]
C/C(N)=C(/C#N)C(=O)CSc1ccc2c(c1)OCCO2	0%	-15%	-14%	-3%	1.2	17%	0%	-12%	-3%
O=C(NCc1ccc2c(c1)OCO2)C1CCCN(S(=O)(=O)c2cccnc2)C1 (centres undefined)	14%	-15%	-5%	-4%	0.2	32%	1%	6%	13%
O=C(CSc1ccc(Br)cc1)N1CCN(C(=O)c2ccco2)CC1	?	1%	-5%	6%	-0.7	45%	-6%	62%[activator]	15%
CCN1C[C@@H]2[C@@H]3C(=O)N(C)C(=O)[C@@H]3[C@](C)(C1=O)N2C(=O)c1ccc(F)cc1	2%	0%	.	-11%	.	.	.	5%	.
Cc1ccc(C(=O)N/C(=C\c2cccs2)C(=O)N2CCCCCC2)cc1	5%	-8%	-18%	-6%	0.2	42%	-4%	2%	1%
Fc1ccc(NC(=S)N2CCCCC2)cc1	23%	-19%	-13%	-9%	0.1	2%	-4%	-9%	6%
Cc1ccc(NC(=O)COC(=O)Cc2ccsc2)c(C)c1	11%	-1%	-19%	0%	-1.5	-19%	2%	53%[activator]	-5%
Cc1cc(C)n(S(=O)(=O)c2ccccc2)n1	?	5%	-1%	-2%	0.0	-2%	0%	43%[activator]	3%
NC(=O)c1ccc(=O)n(C2OC(CO)C(O)C2O)c1 (centres undefined)	-19%	-8%	.	-13%	.	.	.	-14%	.
COc1ccc(NC(=O)CSc2ncc3c(n2)-c2ccccc2N(Cc2ccc(C)cc2)S3(=O)=O)cc1Cl	-4%	-7%	-9%	4%	-1.7	?	-6%	-8%	.
Cc1cccc(C)c1OCCCCCNCCO	-6%[57.4 µM]	-12%	-17%	3%	-3.7	15%	3%	-2%	?
O=C(NC(=S)Nc1ccccc1F)c1ccc(Br)o1	-16%	1%	-10%	-21%	0.0	-24%	-5%	13%	6%
COc1ccccc1C(CNC(=O)c1ccc(-c2ccccc2Cl)o1)N1CCCC1 (centres undefined)	-29%	-10%	.	-6%	1.6	.	.	16%	-14%
CCCC(CC)Sc1nc2c([nH]1)c(=S)n(C)c(=O)n2C (centres undefined)	?	-13%	.	-1%	.	.	.	13%	.
Cc1c(C(=O)OCC(=O)NCc2ccc3c(c2)OCO3)cccc1[N+](=O)[O-]	-27%	-17%	0%	5%	-1.5	30%	0%	14%	-1%
CC(=O)N1c2nc(C(C)C)nn2C2(CCCCC2)[C@@H]2CCCC[C@@H]21	-18%	-7%	45%[activator]	3%	-0.8	-27%	-1%	-1%	.
CC(C)CCNC(=O)CC1Nc2c3ccccc3nc(=S)n2C1=O (centres undefined)	0%	-18%	-1%	-7%	1.1	-12%	1%	32%[activator]	3%
COc1ccc(C2C(Oc3ccccc3C)C(=O)N2Cc2ccc(F)cc2)cc1OC (centres undefined)	9%	-11%	2%	-2%	0.2	?	-9%	-3%	-5%
Cc1cc(C)c2ccc(NN)nc2c1O	?	-8%	-11%	-7%	-0.5	0%	0%	27%	4%
O=C1c2cccc3cccc(c23)C(=O)N1CC1CCN(CC(O)COCc2ccc3c(c2)OCO3)CC1 (centres undefined)	?	-8%	5%	-4%	-0.5	-18%	124%[activator]	3%	9%

Arranged by number of heavy atoms (smallest number first): three of the compounds above
SMILES	12-LOX inh	Pol kappa inh	Apoferritin bind	ERG Ets-DNA blk	TRHR agonist	POLB inh	BLM inh	POLI inh	APEX1 inh
Cc1cccc(C)c1OCCCCCNCCO	-6%[57.4 µM]	-12%	-17%	3%	-3.7	15%	3%	-2%	?
CCCC(CC)Sc1nc2c([nH]1)c(=S)n(C)c(=O)n2C (centres undefined)	?	-13%	.	-1%	.	.	.	13%	.
O=C1c2cccc3cccc(c23)C(=O)N1CC1CCN(CC(O)COCc2ccc3c(c2)OCO3)CC1 (centres undefined)	?	-8%	5%	-4%	-0.5	-18%	124%[activator]	3%	9%

Carrying on:
SMILES	12-LOX inh	Pol kappa inh	Apoferritin bind	ERG Ets-DNA blk	TRHR agonist	POLB inh	BLM inh	POLI inh	APEX1 inh
O=C(COC(=O)c1ccc(Cl)nc1)NNC(=O)c1ccc(Cl)cc1	4%	6%	.	-2%	-0.1	.	.	20%	41%[activator]
CC(O)CN(Cc1ccc(Cl)cc1)CC(C)O (centres undefined)	?	-1%	-3%	.	-0.9	37%	0%	?	12%
Cc1c(Cl)cccc1NC(=O)CSc1ncc(S(=O)(=O)c2ccc(C(C)C)cc2)c(=O)[nH]1	?	-1%	6%	-5%	0.3	-20%	-3%	?	.
CCc1nc(SCC(=O)Nc2cccc3ccccc23)[nH]c(=O)c1C	-15%	6%	1%	-4%	-0.1	48%	0%	47%[activator]	4%[12.4 µM]
CN(Cc1cccc(Cl)c1Cl)C(=O)c1cc(S(=O)(=O)N2CCOCC2)ccc1F	9%	-3%	.	-1%	.	.	.	-15%	21%
CCc1cc(C(=O)OC)c(NC(=O)c2cc(Br)cs2)s1	-24%	8%	-4%	-10%	0.6	20%	-2%	-12%	-1%
Cc1cc2c(C)cc(=O)[nH]c2cc1NC(=O)CCl	?	-18%	-10%	11%	0.6	25%	-2%	?	0%
Cc1nc(-c2cccs2)ccc1C(=O)O	-16%	0%	-1%	-4%	-0.1	2%	-2%	13%	3%
CC(C)[C@H](NC(=O)c1ccccc1)C(=O)N1CCc2ccccc21	-3%	8%	-3%	0%	-0.1	5%	4%	-3%	-1%
Cc1ccc(N2CCN(/N=C/c3cccs3)CC2)cc1	9%	-15%	4%	2%	-0.2	?	-5%	15%	-4%
Cc1ccc(N2C(=O)c3n[nH]c(C)c3C2c2ccccc2Cl)cc1 (centres undefined)	-9%	-8%	53%[activator]	13%	-2.0	-7%	-8%	-13%	.
O=C(Nc1nnc(-c2ccccc2SCc2ccccc2F)s1)Nc1ccccc1F	306%[activator]	-7%	-6%	10%	-0.3	6%	-1%	11%	11%
CCOC(=O)C1(O)CSc2nc3sc(C(=O)O)c(C)c3c(=O)n21 (centres undefined)	-31%	-18%	5%	-5%	0.0	-20%	-1%	-1%	-1%
COc1c(C(=O)N2CCCC2)ccc2ccccc12	-7%	1%	-10%	9%	-0.7	1%	-2%	29%	-1%
CCc1cnc2c(c1SCC(=O)NCc1ccccc1)c(=O)n(C)c(=O)n2C	-21%	1%[60.1 µM]	-5%	3%	-0.3	1%	-5%	26%	.
O=C(Nc1cccc(O)c1)c1ccc([N+](=O)[O-])cc1Cl	-6%	1%[60.1 µM]	-8%	-5%	-0.1	-8%	-4%	0%	3%
O=C(CCCNS(=O)(=O)c1cccc2nsnc12)NC1CCCCC1	0%	9%	-10%	9%	-0.4	23%	4%	8%	7%
Cc1cccc(C(=O)NNC(=O)c2ccc(NS(=O)(=O)c3cccs3)cc2)c1C	13%	7%	.	-5%	0.1	.	.	3%	29%
COc1ccc(-n2c(SCC3OCCO3)nc3c(sc(=S)n3-c3ccccc3)c2=O)cc1OC	-3%	-9%	-16%	-4%	0.3	13%	-7%	26%	1%
CCOC(=O)Cc1nn(Cc2ccccc2)c(=O)c2ccccc12	5%	-6%	-11%	-5%	-0.3	6%	-8%	146%[activator]	7%
CC(C)(Oc1ccc(Cl)cc1)C(=O)NCC(c1cccs1)N1CCOCC1 (centres undefined)	-30%	-10%	.	0%	0.3	.	.	22%	33%
COc1ccc(CCNC(=O)COC(=O)/C=C/c2ccc3c(c2)OCO3)cc1OC	-5%	-25%	.	-3%	.	.	.	8%	3%
O=c1oc2ccccc2c(NCCO)c1[N+](=O)[O-]	-8%	15%	-11%	9%	0.9	12%	-2%	-4%	-7%

The list is partial; rates above refer to the full screens.
